OXTR potentiate = potentiates the human oxytocin receptor response. P30559. CHO-OTR cells, Fluo-8 calcium fluorescence, potentiator mode; 0% = oxytocin EC15, 100% = EC100. activation, % at 3 µM. 320,000 tested, 0.061% active. AID 2445;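 active = activation above that plate's cutoff, the mean activation of tested compounds plus 3 SD, cut at about 6.6% in these data, passing the limit was not always enough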;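 note: 100% uses oxytocin at 75 nM as the full agonist control; some results filed as inactive read as strong as hits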
Target sequence (P30559 whole entry, looked up): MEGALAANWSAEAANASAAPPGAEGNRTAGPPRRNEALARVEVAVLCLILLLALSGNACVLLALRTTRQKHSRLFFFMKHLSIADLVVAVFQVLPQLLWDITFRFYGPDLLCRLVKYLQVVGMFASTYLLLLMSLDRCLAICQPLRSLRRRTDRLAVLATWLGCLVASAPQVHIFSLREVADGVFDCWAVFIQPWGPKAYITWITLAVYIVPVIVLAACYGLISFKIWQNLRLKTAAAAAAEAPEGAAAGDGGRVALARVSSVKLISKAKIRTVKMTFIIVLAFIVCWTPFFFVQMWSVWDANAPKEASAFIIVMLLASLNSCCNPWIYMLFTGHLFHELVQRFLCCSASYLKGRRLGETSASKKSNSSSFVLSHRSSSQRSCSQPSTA
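Dosing: Single dose, 3.0 µM nominal final compound concentration | Material: Human OTR in CHO cells | Technique: Kinetic Fluo-8 calcium fluorescence | Benchmarks: EC15 oxytocin alone as 0%, 75 nM oxytocin as 100% | Probe or stimulus: Oxytocin at about EC15, sub-maximal agonist stimulus | Incubation: Compound 6 min at room temperature before oxytocin, 100 s read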
TAAR1 antag = antagonists of human TAAR1. CHO RD-HGA16 TAAR1, Fluo-8 calcium fluorescence, antagonist. inhibition, % at 3 µM. 360,000 tested, 1.5% active;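 active = inhibition above a per-plate cutoff, the mean inhibition of test compounds on that plate plus 3 SD, cut at about 49% in these data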;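 note: 0% = DMSO plus EC80 beta-PEA response and 100% = DMSO alone without agonist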
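Material: CHO RD-HGA16 cells bearing hTAAR1; compound dosing: one-point dosing, 3 µM nominal final; schedule: dye loading 75 min at 37 °C, then 30 min room temperature; measured by: calcium fluorescence with Fluo-8; control set: vehicle and agonist controls; replication: n of 1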
CHO parental Ca = counter-screen for OX1R antagonists: effect in parental CHO cells | parental CHO-K1, ATP-induced calcium, Fluo-8 fluorescence | 330,000 tested, 0.63% active | inhibition, % at 5.6 µM;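 active = inhibition above that plate's mean sample inhibition plus 3 SD, cut at about 26% in these data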;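 note: 0% = ATP-challenged DMSO wells and 100% = DMSO wells without ATP; some compounds past the cut are filed as inactive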
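Assay system: untransfected parental CHO cell line. Also added: ATP agonist challenge. Dosing: one dose, 5.6 µM nominal. Measured by: Fluo-8 fluorescence. Read-out: % inhibition. Benchmarks: ATP wells versus no-ATP DMSO wells. Repeats: no replicates.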
M1 PAM parental = nonselective activator or artifact in parental CHO-K1 calcium assay | ATP EC20, Fluo-8 calcium fluorescence; 0% at ATP EC20, 100% at ATP max | activation, % at 3 µM | 360,000 tested, 0.02% active;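 active = activation above the run cutoff, the mean activation of all test compounds plus 3 SD, cut at about 40% in these data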;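 note: peak over basal fluorescence ratio in a 140 s read after ATP addition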
CHO-K1 Ca antag = nonselective inhibitor or artifact in parental CHO-K1 cells; ATP-induced calcium, Fluo-8 fluorescence; 360,000 tested, 0.6% active; inhibition, % at 3 µM;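 active = inhibition above a per-plate cutoff, the plate's mean sample inhibition plus 3 SD, cut at about 24% in these data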;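 note: 0% = DMSO plus EC80 ATP and 100% = DMSO alone without ATP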
V1aR counter = V1a receptor agonism, counter-screen for OXTR agonists | P37288 | CHO-V1R cells, Fluo-8 calcium fluorescence, agonist mode; 0% DMSO, 100% 3 nM vasopressin | activation, % at 3 µM | 320,000 tested, 0.25% active | AID 2797;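 active = activation above the mean activation of all tested compounds plus 3 SD, per screening run, cut at about 20% in these data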;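 note: signal is peak over basal fluorescence ratio across a 100 second FLIPR read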
Target sequence (P37288 whole entry, looked up): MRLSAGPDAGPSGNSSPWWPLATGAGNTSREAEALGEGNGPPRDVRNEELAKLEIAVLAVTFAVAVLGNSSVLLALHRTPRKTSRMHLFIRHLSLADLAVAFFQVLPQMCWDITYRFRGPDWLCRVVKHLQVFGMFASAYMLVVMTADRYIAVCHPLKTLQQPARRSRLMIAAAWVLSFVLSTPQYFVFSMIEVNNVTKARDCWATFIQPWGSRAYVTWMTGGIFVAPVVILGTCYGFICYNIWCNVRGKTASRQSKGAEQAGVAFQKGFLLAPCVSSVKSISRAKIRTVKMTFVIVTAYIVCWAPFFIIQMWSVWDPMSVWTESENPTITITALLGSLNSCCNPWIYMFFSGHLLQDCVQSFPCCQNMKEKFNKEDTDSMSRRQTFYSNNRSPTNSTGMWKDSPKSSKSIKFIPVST
M1 ag parental = M1 agonist counterscreen hit in parental CHO-K1 cells; AID 602248; 360,000 tested, 0.48% active; activation, % at 3 µM; Fluo-8 calcium fluorescence; scaled to maximal ATP response, vehicle zero; in the data active = activation above about 15%;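 note: untransfected CHO-K1 host cells lacking M1 receptor as counterscreen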
M1 ag = activates human CHRM1 receptor; P11229; CHO-K1 hM1, Fluo-8 calcium fluorescence, agonist mode; 0% DMSO, 100% acetylcholine EC100; activation, % at 3 µM; 360,000 tested, 0.33% active;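 active = activation above the run's mean compound activation plus 3 SD, cut at about 16% in these data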;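 note: peak over basal fluorescence ratio within a 140 s kinetic read after compound addition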
TAAR1 ag = agonists of human TAAR1; 360,000 tested, 0.99% active; Q96RJ0; activation, % at 3 µM; CHO RD-HGA16 TAAR1, Fluo-8 calcium fluorescence; vehicle wells 0%, saturating PEA agonist 100%;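 active = activation above the mean activation of all test compounds in the run plus 3 SD, cut at about 38% in these data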
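System: CHO-derived RD-HGA16 cells with stable Gα16 and human TAAR1. Times: 17-24 h plating, Fluo-8 75 min 37 °C, 30 min RT. Measured by: calcium-sensitive Fluo-8 signal, excitation 470-495, emission 515-575 nm. Read-out basis: % activation relative to PEA EC100 response. Control set: DMSO and PEA EC100. Repeats: no replicates (n 1).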
The depositor's hits bear a star; x = no result given.

[1] O=C(CCCCCN1C(=O)[C@@H]2Cc3ccccc3CN2C1=O)Nc1ccccc1Cl
[2] Cc1ccc(NC(=O)c2ccc(OC(=O)COc3ccc(Cl)c(C)c3)cc2)cc1
[3] Cc1noc(C)c1COc1cccc(C(=O)OCCOc2ccc(F)cc2)c1
[4] COc1cc(CC(=O)OCC(=O)Nc2cc(S(=O)(=O)N3CCCC3)ccc2Cl)cc(OC)c1OC
[5] Cc1cccc(C)c1NC(=O)COC(=O)c1cccc2c1C(=O)c1ccccc1C2=O
[6] COCCN1C(=O)COc2ccccc2C1C(=O)NC1CCCC1 (configuration not stated)
[7] C=CCNc1sc(C(=O)C(C)(C)C)c(N)c1C#N
[8] Cc1cc(NC(=O)CSc2ccccn2)cc(NC(=O)CSc2ccccn2)c1
[9] Cc1cc(Cl)ccc1OCC(=O)OCC(=O)c1c(N)n(C)c(=O)n(C)c1=O
[10] CCCCCCNC(=O)CC(c1ccccc1)c1cc(Br)ccc1O (configuration not stated)

Screen / compound no.	1	2	3	4	5	6	7	8	9	10
OXTR potentiate	-3	-7	-11	-6	0	x	-7	-7	-9	-17
TAAR1 antag	17	-12	36	13	2	-29	-12	-18	-15	35
CHO parental Ca	-50	3	-24	-5	-14	x	-10	-20	-6	17
M1 PAM parental	-8	-5	-6	-4	1	-2	14	6	0	-6
CHO-K1 Ca antag	-10	5	11	8	-6	-15	-12	-10	-3	-7
V1aR counter	8.5	-0.3	1.3	6.4	-1.1	x	-0.1	1.6	3.7	0.0
M1 ag parental	6.8	-0.6	0.8	1.0	1.4	0.3	2.2	0.8	-0.2	0.8
M1 ag	2	-6	-2	-3	-5	x	-2	-3	-1	-2
TAAR1 ag	7	4	4	3	4	4	6	0	11	12

[11] CCOC(=O)c1c(C)[nH]c(C(=O)COC(=O)C2CC2C)c1C (configuration not stated)
[12] Cc1onc(-c2ccccc2)c1C(=O)N1CC(C)OC(C)C1 (configuration not stated)
[13] CCCNC(=O)C1(C)CCCN(Cc2cccn2C)C1 (configuration not stated)
[14] COc1ccc(/C=C/C(=O)OCC(=O)N2c3ccccc3CC2C)c(OC)c1 (configuration not stated)
[15] COc1ccc(-c2cc3c(=O)n(CC(=O)NCc4cccnc4)ncn3n2)cc1
[16] O=C1N=C(c2ccccc2)S/C1=C\c1cccs1
[17] CCCS(=O)(=O)N1CCCC(C(=O)Oc2ccc(OC)cc2)C1 (configuration not stated)
[18] O=C1CCCC(=O)N1c1ccc(F)cc1
[19] CC1=NN(C(N)=S)C(=O)C1N=Nc1ccc(C)c(Br)c1 (configuration not stated)
[20] CC(C)Nc1nnc(SCc2cc(=O)n3ccsc3n2)s1

Screen / compound no.	11	12	13	14	15	16	17	18	19	20
OXTR potentiate	-5	-14	x	x	-5	-6	-7	-12	-7	-11
TAAR1 antag	-1	2	-6	-7	3	-1	-8	6	-3	-2
CHO parental Ca	-16	-12	x	x	-6	-7	-5	-2	-2	-2
M1 PAM parental	11	10	3	10	16	22	-2	7	20	19
CHO-K1 Ca antag	0	-5	-2	-8	-8	-13	-3	-13	-16	-5
V1aR counter	0.3	-1.2	x	x	4.1	-0.7	0.6	1.0	2.8	-0.7
M1 ag parental	1.3	-0.3	0.2	0.7	2.8	0.4	0.0	1.3	1.0	1.0
M1 ag	-2	-3	-3	-3	0	-7	-1	-4	-1	-10
TAAR1 ag	10	11	2	0	1	6	2	2	2	-1

Looked up by structure from the list above:
[11] CCOC(=O)c1c(C)[nH]c(C(=O)COC(=O)C2CC2C)c1C (configuration not stated)
[16] O=C1N=C(c2ccccc2)S/C1=C\c1cccs1
[17] CCCS(=O)(=O)N1CCCC(C(=O)Oc2ccc(OC)cc2)C1 (configuration not stated)
[19] CC1=NN(C(N)=S)C(=O)C1N=Nc1ccc(C)c(Br)c1 (configuration not stated)

Screen / compound no.	11	16	17	19
OXTR potentiate	-5	-6	-7	-7
TAAR1 antag	-1	-1	-8	-3
CHO parental Ca	-16	-7	-5	-2
M1 PAM parental	11	22	-2	20
CHO-K1 Ca antag	0	-13	-3	-16
V1aR counter	0.3	-0.7	0.6	2.8
M1 ag parental	1.3	0.4	0.0	1.0
M1 ag	-2	-7	-1	-1
TAAR1 ag	10	6	2	2

Following part
[21] CC(C)NC(=O)CC(c1ccccc1)c1cc(Br)ccc1O (configuration not stated)
[22] CCc1ccc(CNC(=O)CCn2ccc3cc(S(=O)(=O)N4CCCC4)ccc32)cc1
[23] CCC1COCCS(=O)(=O)N1Cc1ccc(F)cc1 (configuration not stated)
[24] CSc1ccc(Cl)c(C(=O)OCC(=O)N2CCN(C(=O)c3ccco3)CC2)c1
[25] COc1ccc(C2=Nn3c(nnc3-c3ccccc3F)SC2)cc1OCC1CC1
[26] Cc1cc(Br)ccc1SCC(=O)OCC(=O)NCc1ccc2c(c1)OCO2
[27] CCN(CC)C(=O)CN1C(=O)c2cccc3cccc1c23
[28] Cc1ccc([C@H]2C(C(=O)O)=CC[C@@H](c3ccc(C(C)C)cc3)N2S(=O)(=O)c2ccc(C)cc2)cc1
[29] CC(=O)N1CCCC(C)(C(=O)N(C)Cc2cccc3ccccc23)C1 (configuration not stated)
[30] COC(=O)C1=C(C(=O)c2ccc(C)cc2)C(c2ccccc2)n2nnnc2N1 (configuration not stated)

Screen / compound no.	21	22	23	24	25	26	27	28	29	30
OXTR potentiate	-2	-9	-6	-6	-4	2	-7	-11	x	1
TAAR1 antag	x	-20	8	7	52*	7	-14	12	-31	5
CHO parental Ca	-16	2	-1	-18	-21	-12	1	37*	x	-12
M1 PAM parental	13	1	10	-13	-3	19	13	6	-1	-6
CHO-K1 Ca antag	-7	-18	-10	10	8	-6	-10	-6	-13	15
V1aR counter	-0.7	0.7	0.1	4.4	-1.4	-0.5	-0.9	0.7	x	-0.1
M1 ag parental	11	0.4	0.1	-0.7	-0.7	1.9	0.2	5.8	0.5	0.1
M1 ag	-4	-4	-8	0	-9	-9	-3	-9	-1	1
TAAR1 ag	x	0	0	3	4	1	3	1	5	9

TAAR1 antag, hit marks shown above.
# | mol | OXTR potentiate | TAAR1 antag | TAAR1 ag
25 | COc1ccc(C2=Nn3c(nnc3-c3ccccc3F)SC2)cc1OCC1CC1 | -4 | 52* | 4

(list continues)
[31] COc1cc2c(cc1OC)C(COc1ccc3c(C)cc(=O)oc3c1)N(C(=O)c1ccco1)CC2 (configuration not stated)
[32] COc1ccc(OC)c(NC(=O)CC2SC(=NCc3ccccc3)NC2=O)c1 (configuration not stated)
[33] CN(C(=O)c1ccc(NC(=O)Cc2cccc(NC(=O)C3CCN(C(=O)C4CCCCC4)CC3)c2)cc1)C1CC1
[34] CC1(C(=O)NS(=O)(=O)c2cccc(F)c2)CCN1C(=O)c1ccccc1 (configuration not stated)
[35] Cn1c(=O)c2c(nc(CN3CCC(C(N)=O)CC3)n2Cc2c(Cl)cccc2Cl)n(C)c1=O
[36] CCC(C)N=CC1=C(O)CC(c2ccccc2)CC1=O (configuration not stated)
[37] CN(C)c1ccc(/C=N/NC(=S)NCc2ccccc2)cc1
[38] CC1CCc2[nH]c3ccc(C(=O)N4CCCC(C(F)(F)F)C4)cc3c2C1 (configuration not stated)
[39] Cc1cccc(C)c1NC(=O)CSCc1cccc(CSCC(=O)Nc2c(C)cccc2C)n1
[40] O=C(/C=C/c1ccc2c(c1)OCO2)c1ccc(O)cc1O

Screen / compound no.	31	32	33	34	35	36	37	38	39	40
OXTR potentiate	-2	-9	x	x	-11	2	-17	6	-5	x
TAAR1 antag	45	-1	-8	-9	-20	14	10	-27	33	-4
CHO parental Ca	-16	-5	x	x	-13	-4	-12	-20	-2	x
M1 PAM parental	16	10	19	19	17	7	5	11	2	-22
CHO-K1 Ca antag	0	-10	0	4	-3	2	-1	-12	-2	-13
V1aR counter	-0.3	0.6	x	x	-0.8	-0.4	-0.7	-0.4	1.6	x
M1 ag parental	3.4	0.7	0.8	0.1	0.5	0.4	0.5	2.7	2.8	0.4
M1 ag	0	-5	-6	1	1	-3	-3	-5	-2	-2
TAAR1 ag	17	0	4	0	1	1	-1	-1	17	3

[41] Cc1cc(OCC(=O)OCC(=O)N(C)C2CCS(=O)(=O)C2)ccc1Cl (configuration not stated)
[42] COc1ccccc1N1CCN(C(=O)c2cccc(S(=O)(=O)Nc3ccccc3F)c2)CC1
[43] CCN1CCN(C(=O)C2=CC(c3ccc(C)cc3)=NS(=O)(=O)N2C)CC1
[44] COc1ccc(C2Nc3ccccc3C(=O)N2Cc2ccccc2)cc1OC (configuration not stated)
[45] c1ccc(-c2cc3c(N4CCN(c5ccccc5)CC4)ncnc3s2)cc1
[46] COc1ccc(OC)c(S(=O)(=O)N2CCC(c3nc4ccccc4[nH]3)CC2)c1
[47] O=C(NNC(=O)c1ccccc1F)c1cccc(-n2cccc2)c1
[48] CC(=O)c1cc(C#N)c(Oc2cccc(C(F)(F)F)c2)nc1C
[49] CCC(C(=O)N1CCN(c2ccccn2)CC1)n1nc(C)n2c(cc3occc32)c1=O (configuration not stated)
[50] O=S(=O)(Cc1ccc(Cl)cc1)CC(O)COCc1ccccc1 (configuration not stated)
[51] CCOC(=O)C1=C(C)N=C2SC(C(=O)OC)=CC(=O)N2C1c1cc(OC)c(OC)c(OC)c1 (configuration not stated)
[52] COc1ccc(S(=O)(=O)N2CCOCC2)cc1NC(=O)c1ccc(SC)cc1OC
[53] Cc1cc(NC(=O)COc2coc(CN3CCN(c4ccc(F)cc4)CC3)cc2=O)no1

Screen / compound no.	41	42	43	44	45	46	47	48	49	50	51	52	53
OXTR potentiate	x	-11	-3	-1	-11	-3	-5	-2	-3	-10	0	x	0
TAAR1 antag	-35	54*	-3	-33	32	35	6	12	-7	6	2	-21	-36
CHO parental Ca	x	-13	-11	1	-15	-3	1	-11	-35	-14	-13	x	-8
M1 PAM parental	-20	-19	20	22	-8	-1	11	18	20	-9	23	10	-7
CHO-K1 Ca antag	13	-9	-3	-10	12	-2	-12	-6	-17	-14	0	-23	0
V1aR counter	x	2.7	-0.7	-1.1	0.0	-0.4	-0.8	-1.8	-0.8	0.8	1.3	x	1.4
M1 ag parental	1.3	8.3	-0.4	1.6	1.0	3.6	1.0	-0.5	1.1	0.6	14	-0.2	1.0
M1 ag	-1	-1	-6	-5	-5	-4	0	-9	-3	-1	4	-4	0
TAAR1 ag	4	18	0	0	2	6	0	13	8	-1	-1	-1	1
